High-throughput results: PubChem, National Center for Advancing Translational Sciences (NCATS)
aGal spleen mod = alpha-galactosidase A (human) modulation; P06280; human spleen homogenate, 4MU-alpha-Gal fluorescence, 40 min; Potency, µM (top dose mostly 80 µM), for the others: top-dose activity change, negative = inhibition, usual class: inhibitors; 240,000 tested, 0.008% active; AID 2107;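 also: 0% = enzyme with vehicle and -100% = no enzyme basal signal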
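Fluorogenic readout (Ex 365/Em 440 nm) of 4-methylumbelliferone released from 1 mM 4-MU-alpha-galactoside by spleen homogenate, 40 min at 37C, pH 5.0. Data normalized to no-enzyme and enzyme controls; Hill-equation AC50 from compound titrations.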
Tau fibril FP = tau fibrillization inhibition (FP); P10636; K18 P301L tau heparin fibrillization, Alexa594 FP, 6 h; Potency, µM (highest dose often 57.7 µM), inactives show top-dose activity, negative = inhibition, actives largely listed as inhibitors; 280,000 tested, 0.39% active; AID 1468; also: nearly all actives have a fitted effect of over 55% in size
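K18 P301L tau (15 uM unlabeled/0.24 uM Alexa 594-labeled, final) + compound + heparin 20 uM final; 100 mM NaOAc pH 7; 6 hr 37 C; ThT 30 uM final added, 1 hr RT; FP ex 555/em 632 nm.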
ALDH1A1 inh = ALDH1A1 (human) enzyme inhibition | P00352 | Purified ALDH1A1, NADH fluorescence, propionaldehyde substrate | Potency, µM (series often up to 75.3 µM), for inactives: at the highest dose activity, negative = inhibition, most hits filed as inhibitors | 220,000 tested, 7.3% active; active = well fitted inhibition curve with a large enough effect, not every such curve was filed as active; inconclusive = small, poorly fitted or top-dose-only effect, or another doubt; inactive = no such curve, though single readings can be large or run the other way;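 also: plate controls were no enzyme wells and a reference inhibitor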
Target sequence (P00352 whole entry, looked up): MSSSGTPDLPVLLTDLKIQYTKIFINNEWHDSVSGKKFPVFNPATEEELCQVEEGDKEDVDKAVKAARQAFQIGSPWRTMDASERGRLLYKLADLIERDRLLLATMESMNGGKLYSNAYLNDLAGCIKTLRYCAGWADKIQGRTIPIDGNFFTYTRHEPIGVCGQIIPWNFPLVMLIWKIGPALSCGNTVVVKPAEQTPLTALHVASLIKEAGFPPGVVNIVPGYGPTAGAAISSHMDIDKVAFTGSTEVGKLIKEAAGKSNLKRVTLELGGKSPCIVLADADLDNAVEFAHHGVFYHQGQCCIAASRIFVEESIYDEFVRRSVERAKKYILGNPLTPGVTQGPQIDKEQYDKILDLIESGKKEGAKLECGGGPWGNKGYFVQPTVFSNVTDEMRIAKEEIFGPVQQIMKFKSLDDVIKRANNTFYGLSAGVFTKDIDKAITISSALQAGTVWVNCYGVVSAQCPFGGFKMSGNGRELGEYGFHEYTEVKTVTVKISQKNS
TexasRed fluor = counter-screen for TRb-SRC2 inhibitors: fluorescence interference | 280,000 tested, 0.29% active | TRb/SRC2 Texas Red total fluorescence interference | Potency, µM (titrated, usually from 106 µM), without a hit: at the top dose fluorescence change, negative = quenching; active = well fitted curve in either direction with a large enough effect; inconclusive = small, poorly fitted or top-dose-only effect
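Human TRβ ligand-binding domain (0.6 uM) and Texas Red SRC2 peptide (20 nM) in Tris buffer with 1 uM T3 and 5% DMSO were incubated with pinned compound for 5 hr at ambient temperature. Total fluorescence was computed as S + 2P (555/632 nm).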
L3MBTL1 block = blocks human L3MBTL1; Q9Y468; AlphaScreen L3MBTL1–H3K9me1 peptide binding; Potency, µM (doses to about 57.1 µM), for inactives: at the highest dose activity, negative = inhibition, actives largely listed as inhibitors; 230,000 tested, 0.66% active; AID 485360; also: nearly all actives have a fitted effect of over 60% in size
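L3MBTL1 (50 nM) pre-complexed 30 min with biotinylated H3(1-15)K9me1 peptide (75 nM), then compounds added for 30 min at room temperature; AlphaScreen streptavidin donor/nickel chelate acceptor beads (10 ug/mL final) read after 30 min dark incubation.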
TRb-SRC2 inh = disrupts binding of human TR beta to SRC2; Potency, µM (doses to about 106 µM), without a hit: at the highest dose activity change, negative = inhibition, most hits filed as inhibitors; AID 1469; TRbeta-SRC2 peptide binding, fluorescence polarization; receptor liganded with 1 µM T3; 280,000 tested, 0.065% active; P10828;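 also: plate controls were bound peptide for no effect and peptide without receptor for full effect; nearly all actives have a fitted effect of over 50% in size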
Target sequence (P10828 whole entry, looked up): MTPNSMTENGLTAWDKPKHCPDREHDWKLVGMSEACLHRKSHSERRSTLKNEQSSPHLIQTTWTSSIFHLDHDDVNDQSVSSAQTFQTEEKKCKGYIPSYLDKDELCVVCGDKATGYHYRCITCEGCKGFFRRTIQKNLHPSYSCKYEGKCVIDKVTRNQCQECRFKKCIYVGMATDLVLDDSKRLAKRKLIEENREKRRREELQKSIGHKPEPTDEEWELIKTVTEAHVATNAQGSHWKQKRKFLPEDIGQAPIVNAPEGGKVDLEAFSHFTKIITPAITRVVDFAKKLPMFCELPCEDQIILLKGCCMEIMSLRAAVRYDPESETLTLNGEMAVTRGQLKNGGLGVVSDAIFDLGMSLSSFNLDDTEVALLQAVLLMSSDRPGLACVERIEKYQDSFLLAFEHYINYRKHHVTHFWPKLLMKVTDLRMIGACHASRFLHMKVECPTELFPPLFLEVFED
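Read-out is fluorescence polarization (555 nm excitation, 632 nm emission) of a Texas Red SRC2 coactivator peptide; loss of signal reflects blocked binding to human TRb ligand-binding domain in the presence of 1 uM T3.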
Tau ThT inhib = tau fibrillization inhibition (ThT binding); P10636; recombinant tau K18 P301L, heparin-induced fibrillization, ThT fluorescence; Potency, µM (highest dose often 57.4 µM), inactives show top-dose activity, negative = inhibition, most hits filed as inhibitors; 270,000 tested, 2.1% active; AID 1460; also: nearly all actives have a fitted effect of over 55% in size
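ThT emission at 510 nm, taken 1 hr after adding 30 uM dye, quantifies aggregates formed when 20 uM heparin acts on human tau K18 P301L for 6 hr at 37 C.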
Tau fluor counter = counter-screen for tau fibril formation inhibitors; tau K18 P301L (four-repeat tau fragment) Alexa594 fluorescence, heparin fibrillization; Potency, µM (top dose mostly 57.7 µM), without a hit: top-dose activity change, negative = decrease; 280,000 tested, 0.93% active; AID 1463; also: nearly all actives have a fitted effect of over 55% in size
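Human K18 P301L tau (15 uM unlabeled plus 0.24 uM Alexa 594-labeled, final) in 100 mM sodium acetate pH 7 was mixed with compound and 20 uM heparin and incubated 6 hr at 37 C.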
An asterisk follows results filed as active; ? = inconclusive; . = no result given; & = joins results of further samples; [ ] = dose if it differs, or a comment. Unless noted, calls follow the shape of the dose curve; as a rule, active = well fitted curve in the direction sought with a large enough effect; inconclusive = small, poorly fitted or top-dose-only effect, or another doubt; inactive = no such curve, though single readings can be large; an effect the other way counts as inactive or inconclusive. Unless noted, % is scaled to controls: 0 for no effect and ±100 for the full control effect; potency is read from the fitted curve at half-maximal effect.

entry	compound	aGal spleen mod	Tau fibril FP	ALDH1A1 inh	TexasRed fluor
1	Cc1ccc2c(c1)N(CC(=O)OC(CC(C)C)C(=O)NC1CCCC1)C(=O)CO2 (stereo unspecified)	10%	1%	7%	-4%
2	Cc1ccc(NC(=O)CSc2ncn[nH]2)cc1	0%	7%	-2%	0%
3	CCOc1ccc(-c2nnc(SCC(=O)NCCc3ccccc3)nc2-c2ccc(OCC)c(OC)c2)cc1OC	.	-5%	.	1%
4	O=C(Nc1ccn(-c2ccccc2)n1)c1ccccc1Br	-2%	-11%	?	4%
5	COc1cc2ccccc2cc1C(=O)OCC(=O)NC1CCS(=O)(=O)C1 (stereo unspecified)	15%	0%	?	-4%
6	c1ccc(-c2nc3nonc3c3nc4ccccc4n23)cc1	2%	-10%	?	1%
7	COC(=O)c1ccc(CN2[C@H](C(=O)OC)C[C@@]3(O)[C@@H](O)[C@@H](O)[C@@H](O)C[C@@H]23)cc1	-7%&-8%	-8%&2%	1%	-3%&2%
8	Cc1ccc(C(=O)N2CCCC(c3nc4c(nnn4Cc4ccccc4)c(=O)[nH]3)C2)cc1 (stereo unspecified)	2%	0%	?	5%
9	CCOC(=O)c1cnc2c(cnn2C)c1Cl	5%	-7%	-2%	-9%
10	O=C(Nc1nnc(COc2ccc(F)cc2)s1)c1ccco1	3%	-11%	.	-4%

entry	L3MBTL1 block	TRb-SRC2 inh	Tau ThT inhib	Tau fluor counter
1	35%[activator]	-5%	-2%	-3%
2	.	-1%	-5%	-6%
3	.	-2%	-8%	-9%
4	-10%	-5%	-8%	-10%
5	6%	3%	-4%	-7%
6	-4%	-6%	-8%	-11%
7	.	4%&1%	-3%&9%	-9%&13%
8	-2%	9%	-9%	5%
9	6%	1%	3%	6%
10	.	-4%	.	-24%

The list goes on, starting with the last 6 of the part before.
entry	compound	aGal spleen mod	Tau fibril FP	ALDH1A1 inh	TexasRed fluor
5	COc1cc2ccccc2cc1C(=O)OCC(=O)NC1CCS(=O)(=O)C1 (stereo unspecified)	15%	0%	?	-4%
6	c1ccc(-c2nc3nonc3c3nc4ccccc4n23)cc1	2%	-10%	?	1%
7	COC(=O)c1ccc(CN2[C@H](C(=O)OC)C[C@@]3(O)[C@@H](O)[C@@H](O)[C@@H](O)C[C@@H]23)cc1	-7%&-8%	-8%&2%	1%	-3%&2%
8	Cc1ccc(C(=O)N2CCCC(c3nc4c(nnn4Cc4ccccc4)c(=O)[nH]3)C2)cc1 (stereo unspecified)	2%	0%	?	5%
9	CCOC(=O)c1cnc2c(cnn2C)c1Cl	5%	-7%	-2%	-9%
10	O=C(Nc1nnc(COc2ccc(F)cc2)s1)c1ccco1	3%	-11%	.	-4%
11	C=CCc1cccc2cc(C(=O)OCC)c(=O)oc12	1%	-2%	-4%	-2%
12	CCCCN1C(=S)NC[C@@H]1C(C)CC (stereo partly specified)	6%	6%	7%	-2%
13	CCOC(=O)Cn1c(=O)oc2cc(S(=O)(=O)Nc3ccc(N(CC)CC)cc3C)ccc21	9%	14%	?	-3%
14	COC(=O)[C@@]1(Cc2ccc(F)cc2)[C@H]2c3cc(C(=O)N4CCCC4)n(CCCNc4ncc(C(F)(F)F)cc4Cl)c3C[C@H]2CN1C(=O)c1ccccc1	-1%	-4%	6%	1%
15	Cc1ccc(NC(=O)Nc2ccno2)cc1	-5%	-5%	14%	-2%
16	COc1ccc(C2=NN(C(=O)CSC3=NN4CCCC(=O)N=C4S3)C(c3cccc(OC)c3OC)C2)cc1 (stereo unspecified)	7%	1%	-3%	-1%
17	O=C1Nc2ccccc2Oc2cc(Oc3cccc(Cl)c3)ccc21	.	-6%	.	-2%
18	Cc1c(NC(=O)CN2CCC(C(N)=O)CC2)cccc1[N+](=O)[O-]	4%	3%	-7%	-1%
19	Fc1ccc(-c2noc3ncnc(NCC4CCN(Cc5ccc(Cl)cc5)CC4)c23)cc1	.	-3%	.	1%
20	CC1(C)CC(=O)C2=C(C1)NC(=O)CC2c1cc(F)ccc1F (stereo unspecified)	-15%	-6%	5%	-1%

entry	L3MBTL1 block	TRb-SRC2 inh	Tau ThT inhib	Tau fluor counter
5	6%	3%	-4%	-7%
6	-4%	-6%	-8%	-11%
7	.	4%&1%	-3%&9%	-9%&13%
8	-2%	9%	-9%	5%
9	6%	1%	3%	6%
10	.	-4%	.	-24%
11	3%	-2%	3%	3%
12	5%	-5%	-4%	-6%
13	.	-7%	?	?
14	-9%	4%	-11%	-9%
15	5%	-10%	-1%	-2%
16	1%	-10%	2%	3%
17	.	8%	-15%	?
18	.	8%	-1%	1%
19	.	-2%	-7%	-21%
20	1%	-12%	-1%	-3%

Quoted from the listing:
For Tau fibril FP, cpd 16 shows 1%
For TRb-SRC2 inh, cpd 15 shows -10%
For L3MBTL1 block, cpd 11 shows 3%
For aGal spleen mod, cpd 14 shows -1%
For Tau ThT inhib, cpd 17 shows -15%
For Tau fluor counter, cpd 12 shows -6%
For Tau ThT inhib, cpd 19 shows -7%

Continued.
entry	compound	aGal spleen mod	Tau fibril FP	ALDH1A1 inh	TexasRed fluor
21	CCOC(=O)c1sc(Nc2nc3c(OC)cccc3s2)cc1C	1%	6%	?	1%
22	Cc1c(C(=O)N2CCC(C)CC2)oc2ccc(S(=O)(=O)N3CCC4(CC3)OCCO4)cc12	1%	6%	?	-2%
23	COc1cc(C)c(S(=O)(=O)n2nnc3ccccc32)cc1C	-6%	-7%	2%	-4%
24	Cc1csc(NC(=O)CCNC(=O)c2ccc([N+](=O)[O-])cc2)n1	-5%	4%	?	0%
25	COc1cccc(NC(=S)NNC(=O)Cn2nc(C(F)F)cc2C(F)F)c1	-3%	7%	?	-5%
26	O=c1c(O)c(-c2cccc(O)c2)oc2ccccc12	-9%	-2%	?	-1%
27	N=c1n(CCN2CCOCC2)c2ccccc2n1CC(O)COc1ccccc1 (stereo unspecified)	1%	-1%	5%	1%
28	CC(=O)c1ccc(N2CCN(C(=O)C3CCCN(S(=O)(=O)c4c(C)[nH]c(=O)[nH]c4=O)C3)CC2)cc1 (stereo unspecified)	9%	5%	2%	-1%
29	CCOc1ccccc1N(CC(=O)Nc1cc(OC)ccc1OC)S(C)(=O)=O	-1%	-17%	-4%	0%
30	O=C(C1CCCN(S(=O)(=O)c2ccc(Br)s2)C1)N1CCN(c2ccc(F)cc2)CC1 (stereo unspecified)	.	3%	.	0%

entry	L3MBTL1 block	TRb-SRC2 inh	Tau ThT inhib	Tau fluor counter
21	-2%	10%	5%	8%
22	.	-5%	-14%	-11%
23	.	-3%	-7%	-7%
24	2%	-2%	-9%	-4%
25	-8%	9%	-13%	-13%
26	.	-2%	?	-17%
27	4%	1%	0%	1%
28	.	-5%	-16%	-4%
29	.	-2%	-10%	-21%
30	.	-4%	?	-25%

Other results follow:
entry	compound	aGal spleen mod	Tau fibril FP	ALDH1A1 inh	TexasRed fluor
31	COc1cc(/C=C\c2ccc(OC)cc2OC)cc(OC)c1	9%	2%	?	0%
32	N#Cc1nnn(Cc2ccccc2)c1N	13%	2%	2%	2%
33	Cc1nc2c3cc(Cl)ccc3n(CCN3CCOCC3)c2s1	-17%	1%[0.0958 µM]	.	-2%
34	Cc1ccc(Cn2c(CN3CC(C)OC(C)C3)nc3c2c(=O)n(C)c(=O)n3C)cc1 (stereo unspecified)	-2%	4%	-8%	-2%
35	O=C(Oc1cccc(N2C(=O)C3C4c5ccccc5C(c5ccccc54)C3C2=O)c1)c1ccco1 (stereo unspecified)	8%	-8%	6%	2%
36	CN(CC(=O)Nc1ccc(F)c(F)c1F)C1CCCCC1	5%	12%	3%	-5%
37	O=c1[nH]c(Cc2ccccc2)nc2scc(-c3ccccc3)c12	-6%	-6%	0%	2%
38	Cc1ccc(CC2CC(=O)N(c3ccc4c(c3)OCCO4)C2=O)cc1 (stereo unspecified)	2%	-3%	-15%	1%
39	COC(=O)c1ccc(OC(=O)c2cccs2)cc1	0%	9%	5%	0%
40	CC(C)(C)NC(=O)C1Cc2ccccc2CN1C(=O)Nc1cccc(Cl)c1 (stereo unspecified)	-12%	-4%	5%	1%

entry	L3MBTL1 block	TRb-SRC2 inh	Tau ThT inhib	Tau fluor counter
31	.	0%	?	?
32	.	-5%	-2%	-6%
33	.	0%	.	6%[0.0958 µM]
34	.	-8%	-14%	-8%
35	5%	-4%	?	-24%
36	.	3%	-6%	-3%
37	.	1%	-7%	-10%
38	-8%	-16%	0%	-5%
39	41%[activator]	2%	-15%	-8%
40	-7%	-3%	-5%	-9%

Later entries:
entry	compound	aGal spleen mod	Tau fibril FP	ALDH1A1 inh	TexasRed fluor
41	CCOC(=O)c1ccc(N2C(=O)c3n[nH]c(-c4ccco4)c3C2c2ccc(C)cc2)cc1 (stereo unspecified)	.	?	.	0%
42	O=C(NCCCN1CCCC1)[C@H](CSCc1ccccc1)N1Cc2ccccc2C1=O	-8%	-4%	.	-5%
43	Cn1c(CC2Sc3ccccc3NC2=O)nnc1SCC(=O)c1ccc(Cl)cc1 (stereo unspecified)	0%	-10%	4µM*	-2%
44	COc1cc(/C=C(\CC(=O)O)c2nc3ccccc3s2)cc(OC)c1O	4%	13%	?	-8%
45	COc1ccc(NC(=O)Cn2nnc(C(=O)NCc3ccccc3)c2N)c(OC)c1	-2%	2%	4%	2%
46	Cc1cc(C)nc(NS(=O)(=O)c2ccc(Br)cc2)n1	2%	3%	2%	2%
47	COC(=O)c1ccc(NC(=O)c2c(NCc3ccc(OC)c(OC)c3)sc3c2CCCC3)cc1	.	0%	.	-6%
48	Fc1cccc(C2NC(=S)NC3=C2N2CCC3CC2)c1 (stereo unspecified)	-4%	-4%	?	-2%

entry	L3MBTL1 block	TRb-SRC2 inh	Tau ThT inhib	Tau fluor counter
41	.	-7%	-4%	?
42	.	-1%	.	-5%
43	-1%	-4%	?	-11%
44	-9%	3%	?	-22%
45	.	2%	-5%	-7%
46	5%	-16%	1%	0%
47	.	-9%	?	?
48	-3%	-3%	3%	3%
